TDP1 cell noCPT: qHTS for Inhibitors of human tyrosyl-DNA phosphodiesterase 1 (TDP1): qHTS in cells in absence of CPT | 420,000 tested, 15% active | Potency, µM (doses to about 46.2 µM), for inactives: at the top dose activity change, negative = growth inhibition, usual class: inhibitors | DT40 Tdp1-/- hTDP1 cells, no CPT, ATP luminescence, 48 h; note: nearly all actives have a fitted effect of over 55% in size
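DT40 Tdp1-/-;hTDP1 cells, no CPT (DMSO vehicle only), 400 cells/well; compounds pin-transferred; ≥48 hr, 37 °C; CellTiter-Glo 30 min RT dark, luminescence read.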
TDP1 cell CPT: growth inhibition of DT40 Tdp1-/-;hTDP1 cells with camptothecin (screen for TDP1 inhibitors) | chicken DT40 Tdp1-/-;hTDP1 cells + 20 nM CPT, ATP luminescence, 48 h | Potency, µM (titrated, usually from 46.2 µM), for inactives: at the top dose activity change, negative = growth inhibition, hits mostly inhibitors | 420,000 tested, 12% active | AID 686979; note: nearly all actives have a fitted effect of over 55% in size
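Chicken DT40 Tdp1-/- cells stably complemented with human TDP1 were seeded at 400 cells/well in medium containing 20 nM camptothecin, exposed to pin-transferred compounds, and grown at 37 °C for at least 48 hr. Viability was read as ATP luminescence.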
KAT2A inh: inhibitors of human GCN5L2 histone acetyltransferase; GCN5L2 HAT assay, ThioGlo1 CoA-SH fluorescence; 390,000 tested, 0.21% active; Potency, µM (top dose mostly 58.9 µM), inactives show top-dose activity change, negative = inhibition, hits mostly inhibitors; Q92830
Target sequence (Q92830 whole entry, looked up): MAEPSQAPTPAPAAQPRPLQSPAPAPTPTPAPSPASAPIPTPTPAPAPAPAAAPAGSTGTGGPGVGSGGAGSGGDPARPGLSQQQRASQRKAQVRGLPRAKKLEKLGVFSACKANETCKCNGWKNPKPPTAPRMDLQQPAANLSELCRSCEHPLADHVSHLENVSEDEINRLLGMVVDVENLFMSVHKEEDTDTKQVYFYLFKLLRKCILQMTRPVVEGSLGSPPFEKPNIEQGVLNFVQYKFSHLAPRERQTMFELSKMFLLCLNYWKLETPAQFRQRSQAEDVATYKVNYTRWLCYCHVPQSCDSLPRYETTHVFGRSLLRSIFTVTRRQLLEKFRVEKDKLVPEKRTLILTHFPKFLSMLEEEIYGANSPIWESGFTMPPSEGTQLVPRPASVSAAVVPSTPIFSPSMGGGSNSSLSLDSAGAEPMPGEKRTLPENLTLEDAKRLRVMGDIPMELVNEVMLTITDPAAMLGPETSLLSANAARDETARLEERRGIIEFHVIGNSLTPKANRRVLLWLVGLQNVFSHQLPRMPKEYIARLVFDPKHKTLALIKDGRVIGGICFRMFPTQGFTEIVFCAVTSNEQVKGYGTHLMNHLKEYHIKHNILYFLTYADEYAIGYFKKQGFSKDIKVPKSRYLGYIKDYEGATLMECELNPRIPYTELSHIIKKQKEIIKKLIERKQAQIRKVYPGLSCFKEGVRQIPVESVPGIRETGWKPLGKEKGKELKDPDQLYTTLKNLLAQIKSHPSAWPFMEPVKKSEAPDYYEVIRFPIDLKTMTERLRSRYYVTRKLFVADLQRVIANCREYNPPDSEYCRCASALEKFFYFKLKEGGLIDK
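Titration-based screen in which CoA formation is detected via maleimide probe ThioGlo1 (50uM) turning fluorescent on thiol reaction; substrates H3(1-25) 75uM and acetyl-CoA 70uM, GCN5L2 20nM, 20 min incubation at room temperature.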
Starred values were filed as active, the others as inactive; ? = inconclusive; . = not tested or not shown; [ ] = dose if it differs, or a comment. Calls come from the whole dose curve; as a rule, active = well fitted curve in the direction sought with a large enough effect; inconclusive = small, poorly fitted or top-dose-only effect, or another doubt; inactive = no such curve, though single readings can be large; an effect the other way counts as inactive or inconclusive. % is set by controls: 0 for no effect and ±100 for the full control effect; potency is the fitted concentration of half-maximal effect. These rows are one share of the data, so the mix of outcomes need not match the whole.

The line under a structure holds: TDP1 cell noCPT, TDP1 cell CPT, KAT2A inh
Cc1cccn2c(=O)c3cc(C(=O)NC4CCCCCC4)sc3nc12
 : ?, ?, 1.1%
CCCC(=O)Nc1ccc2c(c1)nc(CN1CCCCC1)n2C
 : -13.2%, -2.1%, -14.8%
Cc1ccccc1OCC(=O)NCC(=O)N/N=C/c1ccc(Br)o1
 : ?, -10.7%, 0.8%
O=C(CC1CC1)Nc1ccc2c(c1)[C@@H]1C[C@H](CC(=O)NC3CCCC3)O[C@@H](CO)[C@@H]1O2
 : -7.3%, -5.0%, .
CCOC(=O)C1CCN(C(=O)CNC(=O)c2nn(-c3ccc(OC)cc3)c(=O)c3ccccc23)CC1
 : ?, ?, -20.2%
CC(=O)N1N=C(c2ccccc2O)CC1c1cccs1 (centres undefined)
 : 6.51µM*, ?, -13.0%
CCSc1nnc(NC(=O)C2CCCCC2C(=O)OCC(F)(F)C(F)F)s1 (centres undefined)
 : -6.8%, -24.7%, -20.9%
Cc1ccsc1C(=O)Nc1n[nH]c(C(F)(F)F)n1
 : ?, ?, 0.7%
COc1ccc(C(=O)Nc2nc3nc(C)c(Cl)c(=O)n3[nH]2)cc1
 : -8.7%, 3.3%, -0.5%
COc1ccccc1CNC(=O)C1CCN(S(=O)(=O)c2ccc(-n3cnnn3)cc2)CC1
 : -10.0%, 3.1%, -8.6%

(more compounds)
The line under a structure holds: TDP1 cell noCPT, TDP1 cell CPT, KAT2A inh
CCOC(=O)N=S(N)(=O)c1ccccc1 (centres undefined)
 : -10.3%, -7.2%, .
CCN(C(=O)COC(=O)c1cccnc1SC)c1c(N)n(Cc2ccccc2)c(=O)[nH]c1=O
 : 3.3%, 4.8%, 0.0%
CCCCNC(=O)c1ccc2c(=O)n(Cc3ccc(OC)cc3)c(=O)[nH]c2c1
 : -18.2%, -2.2%, -2.5%
CC1Sc2ccc(S(=O)(=O)CCC(=O)N3CCCCC3)cc2NC1=O (centres undefined)
 : -20.0%, ?, -1.6%
O=c1[nH]c2c(c(=O)[nH]1)OCN(Cc1ccccc1)C2
 : -0.4%, -2.7%, .
O=C(NC1CC1)C1CCN(S(=O)(=O)c2ccc(Cl)cc2)CC1
 : ?, 1.2%, -1.9%
CCN(CC(=O)NCc1ccc(Cl)cc1)CC(=O)NC1(C#N)CCCC1
 : -16.2%, 4.5%, 1.1%
Cn1c(NN)nc2sc3c(c2c1=O)CC(C)(C)OC3
 : ?, ?, -7.6%
CCSc1nc2ccccc2n1C(=O)c1ccc(S(=O)(=O)N2CCCCCC2)cc1
 : ?, 0.2%, 0.0%
C=CC(=O)NC1CC2CCC1(C)C2(C)C (centres undefined)
 : -17.7%, -1.3%, 2.7%

(listing goes on)
The line under a structure holds: TDP1 cell noCPT, TDP1 cell CPT, KAT2A inh
COc1cccc(CNC(=O)C2CCN(c3nnc(N4CCCC4=O)s3)CC2)c1
 : -6.8%, -15.8%, -2.5%
COc1ccc(-n2c(=S)[nH]c3cc(C(=O)Nc4cccc(C)c4)ccc3c2=O)cc1
 : 2.5%, 6.6%, -0.6%
O=C(CSc1nncs1)Nc1cccc2ccccc12
 : -5.1%, 3.7%, -0.4%
Cc1cccc(NC(=O)COc2coc(CN3CCN(Cc4ccccc4)CC3)cc2=O)c1
 : ?, -25.1%, -3.6%
O=C(Nc1ccc(OC(F)(F)F)cc1)NC1CCC(Oc2ccc(C(=O)O)cc2)CC1 (centres undefined)
 : -11.4%, ?, -4.7%
CC(C)Nc1ncnc2c1ncn2[C@H]1CN(C2CCCC2)C[C@@H](CO)O1
 : 11.6%, -9.0%, .
COc1cccc(-n2nnnc2SCC(=O)Nc2ccccc2OC)c1
 : -14.1%, -17.6%, -1.8%
CC1CCN(S(=O)(=O)c2ccc(NC(=O)CN3CCN(c4ccccc4)CC3)cc2)CC1
 : -26.1%, -28.0%, -2.8%
CC(NCc1ccccc1Cl)C(=O)Nc1ccc(C#N)cc1 (centres undefined)
 : -10.7%, -1.3%, -2.5%
O=C(NC(c1ccc(Cl)cc1)c1c(O)ccc2ccccc12)c1ccccc1 (centres undefined)
 : ?, ?, -12.1%

New compounds follow:
The line under a structure holds: TDP1 cell noCPT, TDP1 cell CPT, KAT2A inh
CCCC(=O)NC(Nc1ccc(S(=O)(=O)Nc2ncccn2)cc1)(C(=O)OCC)C(F)(F)F (centres undefined)
 : -9.5%, -3.7%, -2.7%
CCc1nc(N2CCCCC2C)c2oc3ccccc3c2n1 (centres undefined)
 : 25.9µM*, 29.1µM*, .
FC(F)(F)C(F)(F)c1nnc2ccc(-n3ccnc3)nn12
 : -14.7%, -18.8%, -3.7%
COc1cccc(NC(=O)CCS(=O)(=O)c2cc3c(cc2Cl)NC(=O)CO3)c1
 : 16.2%, -8.4%, -21.4%
COc1ccc(C(=O)c2sc3nc(C)cc(-c4cccs4)c3c2N)cc1
 : ?, ?, -14.5%
O=C(OCC(=O)N(Cc1ccccc1)Cc1ccccc1)c1ccccc1NCCO
 : ?, ?, -8.2%
O=C(Nc1ccc(Cl)cc1)C1CCCCN1S(=O)(=O)c1ccccc1 (centres undefined)
 : 7.31µM*, ?, -9.2%
CCCN1CCN(C(=O)C(NC(=O)c2ccco2)C(C)C)CC1 (centres undefined)
 : -6.4%, 9.8%, -1.7%
Cc1ccc(C)c(NC(=O)c2cc(-c3ccccc3)nn2-c2ccccc2)c1
 : ?, ?, -12.9%
CCN1C(=O)C(CC(=O)Nc2ccc(OC)cc2)N(CCc2ccc(OC)cc2)C1=S (centres undefined)
 : ?, ?, -20.1%

Further structures follow:
The line under a structure holds: TDP1 cell noCPT, TDP1 cell CPT, KAT2A inh
Cc1c(CCO)c(=O)n2c([nH]c3ccccc32)c1C#N
 : 4.7%, -18.5%, -12.4%
CC12C(=O)N(c3nccs3)C(=O)C1(C)C1CCC2O1 (centres undefined)
 : -5.6%, -12.7%, .
C=CCNC(=O)c1c(O)c2cccc3c2n(c1=O)CCC3
 : -88.2%, ?, -25.6%
COc1ccc(-c2coc3c(C(=O)NCc4ccc(C(F)(F)F)cc4)cccc23)c(C)c1
 : -94.1%, ?, .
CCc1ccc(NS(=O)(=O)c2ccc(OC)c3ncccc23)cc1
 : -5.7%, ?, -6.1%
COCCCNC(=S)N1CCN(c2nc(C)nc3sc4c(c23)CCCC4)CC1
 : ?, 16.4µM*, -14.3%
CCNC(=O)C1(C)CCCN(C(=O)c2csc3ccccc23)C1 (centres undefined)
 : -3.6%, 19.6%, .
Cc1c(C(=O)Nc2ccc(F)cc2)oc2ccc(S(=O)(=O)N3CC(C)CC(C)C3)cc12 (centres undefined)
 : 14.6µM*, 18.4µM*, 0.3%
COc1cccc(-c2cc(C(=O)NCCN3CCOCC3)no2)c1
 : -22.0%, -2.4%, -0.7%
COc1ccc(OCCC(=O)Nc2nccs2)cc1
 : -2.0%, 3.8%, -0.1%

The list goes on:
The line under a structure holds: TDP1 cell noCPT, TDP1 cell CPT, KAT2A inh
Cc1ccc(NC(=S)Nc2cccc3cnccc23)cc1
 : 16.4µM*, ?, -6.5%
O=C(OCC(=O)N1CCCC1)c1c(Cl)cccc1Cl
 : -9.2%, 0.9%, -4.6%
CC1Cc2ccccc2N1C(=O)C1CCN(S(=O)(=O)Cc2ccccc2)CC1 (centres undefined)
 : ?, ?, 1.5%
CCn1c(-c2ccccc2F)nc2cc(NC(C)=O)cc(C(=O)N3CCCCC3c3nccn3C)c21 (centres undefined)
 : -1.0%, 2.3%[9.04 µM], .
CC(=O)OC1OCCOC1NC(=S)Nc1ccc(C)cc1 (centres undefined)
 : -0.2%, -5.4%, 4.1%
CCc1nc(SCC(=O)NCCc2ccccc2)n[nH]1
 : -16.2%, -5.4%, -0.1%
CC1CCC(NC(=O)c2ccc(COc3ccccc3)o2)CC1 (centres undefined)
 : ?, ?, -4.1%
CCOC(=O)CSc1nc2sc(C(=O)O)c(C)c2c(=O)[nH]1
 : -3.0%, 3.6%, -0.4%
CCc1c(C)[nH]c2nc3ccccc3n2c1=O
 : -16.2%, -12.9%, -2.0%
S=C(Nc1ccccc1)N1CCN(C(=S)c2ccccc2)CC1
 : -26.8%, -17.1%, 5.2%

4 of these compounds in a different format.
> S=C(Nc1ccccc1)N1CCN(C(=S)c2ccccc2)CC1
  TDP1 cell noCPT: -26.8%
  TDP1 cell CPT: -17.1%
  KAT2A inh: 5.2%

> CCc1c(C)[nH]c2nc3ccccc3n2c1=O
  TDP1 cell noCPT: -16.2%
  TDP1 cell CPT: -12.9%
  KAT2A inh: -2.0%

> CCOC(=O)CSc1nc2sc(C(=O)O)c(C)c2c(=O)[nH]1
  TDP1 cell noCPT: -3.0%
  TDP1 cell CPT: 3.6%
  KAT2A inh: -0.4%

> CC1Cc2ccccc2N1C(=O)C1CCN(S(=O)(=O)Cc2ccccc2)CC1 (centres undefined)
  TDP1 cell noCPT: ?
  TDP1 cell CPT: ?
  KAT2A inh: 1.5%

Other results follow:
The line under a structure holds: TDP1 cell noCPT, TDP1 cell CPT, KAT2A inh
COc1ccc(Br)cc1C(=O)Nc1nnn(C)n1
 : -25.4%, -2.5%, 0.3%
Cc1cc(-c2ccccc2)cc(=O)[nH]1
 : -2.5%, -1.0%, .
O=C(O)CC(CP(=O)(c1ccccc1)c1ccccc1)C(=O)O (centres undefined)
 : 5.4%, -16.0%, -0.3%
CCOc1ccc(CCN2C(=O)C(=O)N([C@@H](Cc3ccccc3)CN3CCC[C@H]3CN3C(=O)C(=O)NC[C@@H]3Cc3ccccc3)C[C@@H]2Cc2ccccc2)cc1
 : 23.1µM*, ?, .
O=C(CCC(=O)Nc1ccccc1Cl)N/N=C/c1c[nH]c2ccccc12
 : ?, 11.4%, -6.7%
COc1ccc(NC(=O)CSCC(=O)N(C)Cc2ccc(Cl)c(Cl)c2)cc1
 : ?, -26.9%, -2.5%
O=C(CCc1ccccc1)N(Cc1cccnc1)c1nc2c(F)cc(F)cc2s1
 : ?, ?, -3.5%
Cc1noc(C)c1COc1ccc(C(=O)N2CCC(C)CC2)cc1
 : ?, ?, -2.9%
Cc1c(NC(=O)c2cc(=O)[nH]c3ccccc23)c(=O)n(-c2ccccc2)n1C
 : 23.5%, 1.5%, -11.0%
COC(=O)c1ccc(C(=O)NC2CC(C)(C)Cc3c2cnn3-c2ccc(F)cc2)nc1 (centres undefined)
 : 3.66µM*, 1.84µM*, -10.7%

Continuation:
The line under a structure holds: TDP1 cell noCPT, TDP1 cell CPT, KAT2A inh
Cc1ccc(NC(=S)N2CCCCC2)cc1C
 : ?, 0.3%, -6.8%
O=C(Nc1cccc(S(=O)(=O)NC2=NCCC2)c1)c1cc(=O)[nH]c2ccccc12
 : 14.1%, -5.7%, -3.6%
COc1ccc(N)c2c1C(=O)c1ccccc1C2=O
 : ?, ?, -7.3%
CC1=C(C(=O)OCC2CCCO2)C(c2coc3ccc(Cl)cc3c2=O)C2=C(CCCC2=O)N1 (centres undefined)
 : -28.5%, 2.1%, -1.1%
CC(C)(C)SCCNC(=O)c1cccc([N+](=O)[O-])c1
 : -20.7%, 6.6%, -0.3%
CCn1ncc2c1C(=O)NC1c3ccccc3C(=O)N21 (centres undefined)
 : ?, 6.3%, 0.6%
O=C(CN1c2cccc3cccc(c23)S1(=O)=O)Nc1c(F)c(F)c(F)c(F)c1F
 : -0.5%, -9.1%, -4.1%
O=C(c1cccc(Cl)c1)N1CCN(CCCc2ccccc2)CC1
 : -10.1%, -28.3%, -0.5%
O=C(CSc1nnc(NC2CCCCC2)s1)NN1C(=O)NC2(CCCCC2)C1=O
 : -15.1%, 10.7%, -1.7%
COCCCNc1oc(-c2cccs2)nc1S(=O)(=O)c1ccc(C)cc1
 : -20.3%, -3.6%, -8.1%

The results go on.
The line under a structure holds: TDP1 cell noCPT, TDP1 cell CPT, KAT2A inh
c1ccc(Cn2nnc3c(NCC4CCCO4)ncnc32)cc1 (centres undefined)
 : -23.1%, -4.3%, -5.2%
COc1ccc(NC(=O)c2sccc2C)cn1
 : -22.7%, -16.8%, 0.7%
CC(=O)c1cccc(NC(=O)C2CCCN(c3nnc(-n4cccc4)s3)C2)c1 (centres undefined)
 : 16.4µM*, ?, -1.4%
CC(=O)c1cn(CC(=O)Nc2ccccc2F)c2ccccc12
 : 11.6µM*, 18.4µM*, -22.9%
COc1ccc(CNC(=O)c2cccc3c(-c4cnn(C)c4)coc23)cc1OC
 : ?, ?, .
Cc1ccc(Cl)cc1NC(=S)N(CCCN1CCN(C)CC1)Cc1cccs1
 : -16.0%, 1.0%, -14.0%
CCCCN(C(=O)CSCC(=O)Nc1ccc(OC)cc1)c1c(N)n(CCC)c(=O)[nH]c1=O
 : -4.9%, 2.8%, -2.9%
O=C(CSc1nccn1Cc1ccccc1)Nc1nccs1
 : ?, -11.8%, -2.2%
COc1ccc(Cl)cc1N(CC(=O)N1CCCC1)S(=O)(=O)c1ccc(C)cc1
 : ?, ?, -7.6%

Screening results (PubChem BioAssay)
